Screens deposited in PubChem by National Center for Advancing Translational Sciences (NCATS).
AMA1-RON2 inh: AMA1-RON2 (P. falciparum) interaction inhibition; AID 720542; AlphaScreen AMA1-biotinylated RON2 peptide binding; actives 0.2% (n = 360,000); Potency, µM (doses to about 58.2 µM), without a hit: at the top dose activity change, negative = inhibition, most hits filed as inhibitors;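 further: potency means the concentration at half of the fitted maximal effect; 0% = vehicle wells and -100% = peptide control; nearly all actives have a fitted effect of over 45% in size; some results filed as inactive show a strong effect at the top dose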
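AMA1 (3D7) with his tag at 25 nM final met compounds first, then biotinylated RON2 peptide at 25 nM; detection used donor plus acceptor beads, 10 µg/mL apiece, read by AlphaScreen after 30 min at room temperature.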
AmpC no deterg: inhibitors of E. coli AmpC beta-lactamase without detergent | AID 485341 | actives 0.52% (n = 330,000) | AmpC nitrocefin hydrolysis, absorbance 480 nm, 0.0001% Triton | Potency, µM (titrated, usually from 57.1 µM), for inactives: at the highest dose activity change, negative = inhibition, usual class: inhibitors;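 further: potency means the concentration at half of the fitted maximal effect; plate controls were no compound for no effect and no enzyme for full effect; nearly all actives have a fitted effect of over 20% in size; some results filed as inactive show a strong effect at the top dose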
Target sequence (P00811 whole entry, looked up): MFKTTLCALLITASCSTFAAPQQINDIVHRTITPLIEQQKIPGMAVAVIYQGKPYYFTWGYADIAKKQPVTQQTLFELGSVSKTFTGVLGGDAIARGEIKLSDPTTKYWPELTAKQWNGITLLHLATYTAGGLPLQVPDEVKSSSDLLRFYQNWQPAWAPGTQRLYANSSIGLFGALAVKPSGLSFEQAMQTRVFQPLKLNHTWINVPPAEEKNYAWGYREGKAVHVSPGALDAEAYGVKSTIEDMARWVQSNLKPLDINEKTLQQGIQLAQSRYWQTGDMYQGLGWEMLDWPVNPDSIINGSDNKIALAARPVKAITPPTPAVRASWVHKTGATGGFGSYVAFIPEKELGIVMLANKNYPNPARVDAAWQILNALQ
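20 mM phosphate pH 7.0 + 0.01% (detergent screen) or 0.0001% Triton X-100; 5.3 nM AmpC reagent; cpd preinc 15 min RT; nitrocefin (800 uM stock) to start; A480 q20 s × 4 min; Activity was normalised to no-enzyme and no-compound control wells.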
HCMV antiviral: inhibitors of human cytomegalovirus; HFF cells, HCMV-luciferase reporter, 72 h; stronger effect = lower value; actives 4.5% (n = 410,000); AID 1259415; activity change, negative = inhibition, % at 57.5 µM; in the data active means activity change below about -60%; inconclusive means no clear call, values can overlap the other calls; inactive means above about -39%
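Two compound doses tested in HFFs infected with HCMV-luciferase, MOI 1 PFU/cell, 72 h at 37C. Lysate luminescence read with OneGlo; data normalized against buffer-only and 10uM Salinomycin inhibitor controls.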
Giardia FBPA inh: Giardia lamblia aldolase inhibition; AID 2451; A8B2U2; purified Giardia FBPA; Potency, µM (titrated, usually from 59.6 µM), for inactives: at the top dose activity, negative = inhibition, usual class: inhibitors; actives 0.71% (n = 290,000); further: potency means the concentration at half of the fitted maximal effect; nearly all actives have a fitted effect of over 55% in size
Target sequence (A8B2U2 whole entry, looked up): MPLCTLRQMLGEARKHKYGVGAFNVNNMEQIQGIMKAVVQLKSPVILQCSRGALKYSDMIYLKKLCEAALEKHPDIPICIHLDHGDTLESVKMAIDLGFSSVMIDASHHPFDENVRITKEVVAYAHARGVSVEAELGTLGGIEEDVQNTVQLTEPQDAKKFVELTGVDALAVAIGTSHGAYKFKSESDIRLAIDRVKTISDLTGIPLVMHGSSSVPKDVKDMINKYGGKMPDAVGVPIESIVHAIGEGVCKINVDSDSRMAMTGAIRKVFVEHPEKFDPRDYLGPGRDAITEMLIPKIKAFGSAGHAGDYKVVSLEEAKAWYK
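Giardia FBPA (40 nM reagent) was preincubated 10 min at RT with compound (up to 57.5 uM final), then substrate plus GAPDH/TPI/NAD/arsenate coupling system with diaphorase/resazurin was added; resorufin fluorescence (525/598 nm) was read after 20 min.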
Sm TGR block: inhibitors of Schistosoma mansoni thioredoxin glutathione reductase | Q962Y6 | purified TGR, DTNB reduction, TNB absorbance 405 nm | Potency, µM (doses to about 114 µM), for inactives: at the highest dose activity change, negative = inhibition, hits mostly inhibitors | actives 3% (n = 360,000); further: potency means the concentration at half of the fitted maximal effect; nearly all actives have a fitted effect of over 60% in size
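First, TGR (20 nM dispensed) and NADPH were mixed with compound. Second, a 15 min room-temperature incubation followed. Third, further NADPH and then DTNB were added to start the reaction. Finally, TNB absorbance was monitored kinetically.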
AmpC detergent: AmpC beta-lactamase inhibition with detergent present. P00811. AmpC hydrolysis of nitrocefin, absorbance 480 nm, 0.01% Triton. Potency, µM (series often up to 114 µM), without a hit: top-dose activity change, negative = inhibition, actives largely listed as inhibitors. actives 0.041% (n = 370,000). AID 485294;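 further: potency means the concentration at half of the fitted maximal effect; 0% = no-compound wells and -100% = no-enzyme wells; nearly all actives have a fitted effect of over 25% in size; some results filed as inactive show a strong effect at the top dose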
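20 mM phosphate pH 7.0 + 0.01% (detergent screen) or 0.0001% Triton X-100; 5.3 nM AmpC reagent; cpd preinc 15 min RT; nitrocefin (800 uM stock) to start; A480 q20 s × 4 min; Activity was normalised to no-enzyme and no-compound control wells.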
* marks the source's active call; other numbers are inactive results; u = inconclusive; x = no result given; & = joins results of further samples; [ ] = remark or other dose. Unless noted, the call rests on the fitted dose curve; in most records, active means well fitted curve in the direction sought with a large enough effect; inconclusive means small, poorly fitted or top-dose-only effect, or another doubt; inactive means no such curve, though single readings can be large; an effect the other way counts as inactive or inconclusive. Unless noted, on the % scale 0 is the no-effect control and ±100 the full control effect.

structure,AMA1-RON2 inh,Giardia FBPA inh,AmpC no deterg,AmpC detergent,HCMV antiviral,Sm TGR block
COc1ccc(CCNC(=O)c2c(-c3ccccc3Cl)noc2C)cc1,0.1%,3.7%,-7.1%,-9.4%,1.1,-18.8%
COC(=O)[C@]1(CC(C)C)N[C@H](c2ccc(-c3ccc4c(c3)OCO4)cc2)[C@@H]2C(=O)N(C)C(=O)[C@@H]21,-7.4%,x,22.6%,u,20.7,-22.7%
CCOc1ccccc1-n1c(O)c(C=NCc2ccc3c(c2)OCO3)c(=O)[nH]c1=O,13.2%,-13.8%,-43.8%,-6.5%,7.4,-8.0%
Nc1ccc2c(c1)C(=O)N(c1cccc3ccccc13)C2=O,9.6%,-9.1%,-31.4%,-8.5%,-9.5,-17.9%
CCOc1ccc(S(=O)(=O)NCC(=O)OCc2nnc(-c3ccccc3)o2)cc1,8.2%,x,-14.4%,-1.2%,-24.3,-0.2%
O=C(CSc1nc(=O)n2ccccc2n1)NCCc1ccccc1,-1.2%,x,-9.4%,u,-11.8,-20.2%
COc1ccc(CN2CC[C@H]3C=CCc4cccc(c43)C2)cc1,u,x,-14.3%,2.0%,-27.0,28.2µM*
O=S(=O)(c1ccccc1)N(CC(O)CN1CCOCC1)c1ccccc1 (centres undefined),1.3%,-6.0%,-1.5%,0.2%,-39.2,-6.2%
CCN(CC)C1CCN(Cc2c(C(=O)N3CCCCCCC3)nc3ccc(Cl)cn23)C1 (centres undefined),11.9%,x,33.8%[activator],-1.4%,6.2,-19.4%
COc1cc(/C=C2\C(=N)N3N=CSC3=NC2=O)ccc1OS(=O)(=O)c1ccccc1,58.9%[activator],x,-48.2%,-7.3%,3.9,-2.7%
COC(=O)c1cc(C(=O)NCCC(C)C)cc([N+](=O)[O-])c1,3.8%,-7.9%,-29.0%,-5.9%,1.3,0.1%
COc1ccccc1NC(=O)N1CCN(c2nnc(C)c3c(C)n(-c4ccc(Cl)cc4)nc23)CC1,x,x,x,24.0%,-1.5,-0.1%
O=C(/C=C/c1cccc([N+](=O)[O-])c1)Nc1cccc(NC(=O)c2cccs2)c1,-6.5%,-7.3%,-29.8%,u,-18.4,-0.3%
CC(C)(C)OC(=O)NCCCC[C@H](NC(=O)c1nc[nH]c1C(=O)NC1CCN(C(=O)OC(C)(C)C)CC1)C(=O)OC(C)(C)C,132.8%[activator],-20.3%,180.2%[activator],-6.1%,44.8,-21.4%
O=C(CSc1ncccn1)NC(=O)NCc1ccccc1,3.7%,0.7%,-16.3%,-7.7%,14.2,u
O=C(CCc1cn(Cc2ccc(F)cc2)c2ccccc12)NCCc1ccc(Cl)cc1,x,x,x,24.4%,93.3,7.9%
CC(C)NC(=S)N/N=C/c1cccs1,81.3%[activator],7.5%,-15.4%,0.6%,-29.5,u
O=C(Cc1cccs1)N1CCN=C1SCc1ccc(Br)cc1,-0.7%,-6.3%,-25.9%,u,-27.0,-0.9%
CCc1c(C#N)c(SCc2c(C)noc2C)nc2c1C(=O)CC(C)(C)C2,-23.4%,5.7%,-3.5%,u,-11.1,-16.3%
Cc1noc(C)c1C(=O)N1CC(C)OC(C)C1 (centres undefined),14.3%,0.2%,-14.8%,2.5%,22.1,-5.9%
COc1ccc(C(=O)C[n+]2ccc(C)cc2)cc1,13.2%,-0.7%,-37.7%,6.4%,72.0,3.8%
COCCNC(=S)N1CCN(Cc2cccc(OC)c2)CC1,0.0%,-0.6%,4.4%,1.8%,-26.0,x
COCCCn1c(SCC(=O)Nc2cccc(C)n2)nnc1-c1ccco1,4.1%,2.1%,-14.6%,-16.8%,-14.3,-34.3%
CC1CCN(C(=O)Cn2cnc3c2c(=O)n(C)c(=O)n3C)c2ccccc2S1 (centres undefined),-15.5%,8.9%,15.6%,-1.6%,-39.1,-0.7%
CCn1c(SCC(=O)Nc2ccccc2)nc2nc3c(cc2c1=O)COC(C)(C)C3,-2.1%,5.0%,12.6%,0.0%,-15.2,0.7%
CC(C)(C)C(=O)CC(=O)Nc1ccc(Cl)c(N)c1,3.2%,-0.7%,-11.5%,u,20.8,0.1%
O=C(NCCc1c[nH]c2ccccc12)c1cccc(S(=O)(=O)Nc2ccccc2Cl)c1,-10.4%,6.0%,-7.2%,-3.8%,-99.8*,0.4%
O=C(CCN1C(=O)c2ccccc2C1=O)Nc1ccccc1C(=O)N1CCOCC1,-0.7%,4.3%,-17.0%,-9.1%,1.8,0.7%
C=CCc1c(C)nc2c(C)cccc2c1SC(=N)N,-22.1%,u,-2.1%,-6.8%,-32.3,-1.7%
COc1ccc(NC(=S)Nc2ccc(N(C)C(C)=O)cc2)cc1,4.0%,-1.0%,-17.8%[2.29 µM],-6.8%,-98.3*,-31.3%
O=C(NC1CCCCC1)C(c1ccc(O)cc1)N(CC1CCCO1)C(=O)C1COc2ccccc2O1 (centres undefined),-14.0%,-1.7%,17.6%,-11.4%,-38.6,2.7%
CCn1cc(C(=O)NCCCN2CCCC(C)C2)c(=O)c2cc(S(=O)(=O)N3CCOCC3)ccc21 (centres undefined),0.0%,-11.1%,32.9%,6.6%,-5.4,6.7%
CC1(NC(=O)Cc2csc(-c3ccc(Cl)cc3)n2)CCS(=O)(=O)C1 (centres undefined),-6.3%,x,15.6%,x,6.6,x
Cc1cccc(NC(c2ccccc2C)c2ccc3ccc(C)nc3c2O)n1 (centres undefined),x,x,x,17.9%,-39.2,3.55µM*
COc1ccc(COc2cc(-c3cccc(OC)c3)nc3ccc(NC(=O)c4ccccc4)cc23)cc1,11.9%,0.0%&-3.4%,-6.0%,u,-26.0,-0.1%
CC(=O)COc1ccc(-c2csnn2)cc1,2.8%,2.9%,-15.7%,-4.7%,48.4,-2.7%
CCN(CC)CCNC(=O)C(C)c1nn(C)c(=O)c2ccccc12 (centres undefined),6.3%,0.6%,-20.3%,u,6.2,u
Cn1c(=O)[nH]c(=O)c2c1nc(NC1CCCC1)n2Cc1ccccc1,-5.7%,20.1%,-17.8%,-2.8%,52.1,6.2%
O=C(NCCCN1CCCCC1)c1ccc2c(c1)NC(=O)C(N1CCCCC1)S2 (centres undefined),54.5%[activator],0.4%,-9.5%,-0.1%,-14.2,1.6%
O=C(O)Cn1cnc2ccccc2c1=O,1.2%,8.8%,-8.9%,u,25.1,-6.5%
Cc1cn2c(=O)c(S(=O)(=O)NCCc3ccccc3)c(C)nc2s1,x,x,x,18.7%,7.7,1.6%
CCCNC(=O)c1onc(CSc2ccncc2)c1C(=O)NCCC,7.0%,-1.1%,-4.2%,3.7%,44.0,8.0%
Cc1ccc(N(C)S(=O)(=O)c2nnc(NC(=O)C3CCCCC3)s2)cc1,x,x,x,9.6%,15.3,2.7%
CCOc1ccc(NC(=O)C2CC(=O)N(CCc3ccccc3)C2)cc1OC (centres undefined),3.4%[11.6 µM],x,63.7%[activator],13.7%,-0.3,3.7%
CCOC(=O)N1CCN(C2CC(=O)N(c3ccc(C)cc3)C2=O)CC1 (centres undefined),-2.9%,5.2%,-2.8%,u,-8.0,u
Cc1ccc(SCC(=O)Nc2ccc3oc(-c4ccccc4C)nc3c2)cc1,x,x,x,22.1%,73.5,4.4%
CCCn1c(N)c(C(=O)CSc2nc(C)cs2)c(=O)[nH]c1=O,0.5%,0.3%,-7.9%,2.7%,11.8,0.4%
CCN(CC)CCn1c2c(c(SCC(=O)Nc3ccc(C(C)C)cc3)nc1=O)CCCC2,-8.1%,x,4.3%,u,-8.9,3.9%
O=C1c2ccccc2S(=O)(=O)N1CC(O)Cn1c2ccccc2c2ccccc21 (centres undefined),2.5%,-4.0%,-23.2%,u,18.3,3.3%
COc1ccc(CC(NC(C)=O)C(=O)N2CCN(C(=O)Nc3ccc(Cl)cc3)CC2)cc1OC (centres undefined),-0.2%,0.8%,141.2%[activator],0.1%,21.5,-0.7%
COc1ccc(S(=O)(=O)N2CCN(C(=O)COc3ccccc3)CC2)cc1,-2.5%,1.2%,-2.5%,-0.4%,-37.4,6.5%
Cc1cc2c(=O)[nH]cnc2s1,-19.7%,7.8%,-13.1%,-0.1%,26.7,-21.4%
Cc1ccc(S(=O)(=O)N2CCCCC2)cc1NC(=O)CSc1nncn1-c1ccccc1,-5.5%,2.5%,27.8%,-1.3%,u,1.0%
O=[N+]([O-])c1ccc(CSc2nnc(-c3cccnc3)o2)cc1,-4.6%,11.3%,-11.1%,-6.5%,u,3.7%
COc1ccc(COC(=O)NC2CCN(S(=O)(=O)c3ccc(OC)cc3)CC2)cc1,-2.2%,0.4%,-6.9%,0.3%,-22.7,8.8%
COc1cc2c(cc1OC)C(c1ccc(Br)cc1)CC(=O)N2 (centres undefined),-0.4%,13.3%,10.3%,-8.2%,27.7,1.4%
O=C(CCC(=O)N1CCSc2ccccc21)NC1CCCCC1,17.1%,7.6%,1.8%,-10.6%,5.9,6.5%
Cc1ccc(S(=O)(=O)N(CC(=O)NCc2ccncc2)Cc2ccc(F)cc2)cc1,-1.0%,-0.7%,1.8%,-2.7%,u,8.5%
COc1cccc(OC)c1C(=O)NC(=S)Nc1cc(-c2nc3ccccc3[nH]2)ccc1Cl,3.4%,3.5%,-25.2%,2.0%,-31.2,-6.0%
O=C(CCc1nc2ccccc2c(=O)[nH]1)Nc1nnc(SCc2ccc(Cl)cc2)s1,1.3%,x,-39.5%,-12.7%,-21.9,-9.5%
Cc1cc(C)c(NC(=O)c2sc3nc(C)cc(C)c3c2N)c(C)c1,x,x,x,-1.4%,-13.2,-5.1%

Entries listed so far that contain fluorine (two):
structure,AMA1-RON2 inh,Giardia FBPA inh,AmpC no deterg,AmpC detergent,HCMV antiviral,Sm TGR block
O=C(CCc1cn(Cc2ccc(F)cc2)c2ccccc12)NCCc1ccc(Cl)cc1,x,x,x,24.4%,93.3,7.9%
Cc1ccc(S(=O)(=O)N(CC(=O)NCc2ccncc2)Cc2ccc(F)cc2)cc1,-1.0%,-0.7%,1.8%,-2.7%,u,8.5%
